High-throughput results as filed in PubChem BioAssay.
BLM inh: Bloom syndrome helicase (human) inhibition; P54132; recombinant BLM DNA unwinding, fluorescence dequenching; Potency, µM (titrated, usually from 56.1 µM), for inactives: at the top dose activity change, negative = inhibition, actives largely listed as inhibitors; 350,000 tested, 0.2% active; AID 2528;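 also: potency is read from the fitted curve at half-maximal effect; plate controls were vehicle for no effect and no enzyme for full effect; nearly all actives have a fitted effect of over 35% in size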
12-LOX inh: inhibitors of human 12S-lipoxygenase ALOX12; 580,000 tested, 1.1% active; Potency, µM (titrated, usually from 108 µM), for inactives: at the highest dose activity change, negative = inhibition, hits mostly inhibitors; purified 12hLO, xylenol orange hydroperoxide absorbance; also: potency is read from the fitted curve at half-maximal effect; % is scaled to controls: 0 for no effect and ±100 for the full control effect
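Purified human 12hLO at 150 nM in 25 mM Hepes, 0.01% Triton X-100, pH 7.0, preincubated 15 min at room temperature with compound. Reaction started with 40 uM arachidonic acid, 30 min at room temperature. Hydroperoxide measured by Fe-xylenol orange, 573/405 nm absorbance ratio.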
Apoferritin bind: candidate novel general anesthetic via apoferritin binding. P02791. apoferritin/1-aminoanthracene competitive binding, fluorescence. Potency, µM (titrated, usually from 77.5 µM), without a hit: at the top dose activity change, negative = displacement, usual class: inhibitors. 350,000 tested, 0.074% active; also: potency is read from the fitted curve at half-maximal effect; % is scaled to controls: 0 for no effect and ±100 for the full control effect; nearly all actives have a fitted effect of over 20% in size
Target sequence (P02791 2-175 limits assumed): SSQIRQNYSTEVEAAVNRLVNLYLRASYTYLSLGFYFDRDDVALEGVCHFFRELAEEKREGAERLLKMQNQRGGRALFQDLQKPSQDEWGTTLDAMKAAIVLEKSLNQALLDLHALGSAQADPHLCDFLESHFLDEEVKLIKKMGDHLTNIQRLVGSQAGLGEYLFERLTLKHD
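Horse-spleen apoferritin (10 uM) in 50% saturated 1-aminoanthracene in PBS was incubated 10 min at room temperature with compound. Fluorescence (ex 380, em 535 nm) was normalized to free and bound 1-AMA, with concentration-response fitted by a four-parameter Hill equation.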
APE1 inh: inhibitors of human APE1 endonuclease; 350,000 tested, 0.35% active; P27695; Potency, µM (top dose mostly 65.8 µM), for inactives: at the highest dose activity change, negative = inhibition, usual class: inhibitors; recombinant APE1, TAMRA/BHQ-2 abasic DNA cleavage fluorescence;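 also: potency is read from the fitted curve at half-maximal effect; plate controls were vehicle for no effect and reference inhibitor for full effect; nearly all actives have a fitted effect of over 55% in size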
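Activity was derived from the fluorescence gain between first and third kinetic reads (60 s intervals, ex 525/em 598 nm) after 50 nM THF-abasic TAMRA/BHQ-2 duplex was added to 0.75 nM APE1 preincubated 15 min with compound.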
Pol kappa inh: DNA polymerase kappa (human) inhibition | Q9UBT6 | purified Pol kappa, fluorescent DNA synthesis assay, 10 min | Potency, µM (titrated, usually from 107 µM), for the others: at the highest dose activity, negative = inhibition, usual class: inhibitors | 400,000 tested, 0.53% active | AID 588579; also: potency is read from the fitted curve at half-maximal effect; % is scaled to controls: 0 for no effect and ±100 for the full control effect
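Kinetic fluorescence readout at 0 and 10 min followed reaction start with substrate at 50 nM final. Beforehand, enzyme (10 nM Pol kappa) stood 15 min with compound at room temperature; buffer-only wells were negative controls.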
TRHR agonist: agonists of human TRH receptor | P34981 | TRHR cells, calcium flux fluo-8, FDSS agonist mode | activation, % at 2 µM | 360,000 tested, 0.18% active | AID 493084; in the data active = activation above about 30%; also: 0% is about no effect
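Read-out: compound-evoked intracellular calcium rise in TRHR cells, fluo-8 dye, kinetic FDSS fluorescence at 1 s/cycle following a 10-cycle baseline. Cells cultured overnight before dye loading (30 min–1.5 h, RT).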
ERG-DNA inh: blocks human ERG Ets domain binding to DNA; P11308; fluorescence polarization, His-ERG Ets domain / labelled DNA; Potency, µM (highest dose often 76.9 µM), without a hit: at the top dose FP activity, negative = inhibition, hits mostly inhibitors; 370,000 tested, 0.028% active; AID 624246; active = well fitted inhibition curve with a large enough effect in the polarisation, with a control signal flat; inconclusive = small, poorly fitted or top-dose-only effect, or effect the other way, or a change in a side signal; inactive = no such curve, though single readings can be large or run the other way; the % refers to the polarisation;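 also: polarization taken with two DNA probes labelled with fluorescein and Texas red; potency is read from the fitted curve at half-maximal effect; % of control where 0% means no effect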
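His-tagged ERG Ets domain (1 uM in the protein solution; 300mM KCl, 50mM Tris-HCl, 1mM EDTA, 1mM DTT, pH 7.5) received compound, then a probe mix of 5 nM fluorescein-DNA and 100nM Texas-615-DNA. Fluorescence polarization was read for both dyes.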
Pol iota inh: inhibitors of human DNA polymerase iota | Q9UNA4 | Pol iota fluorescent replication assay, 10 min | Potency, µM (top dose mostly 115 µM), for the others: at the top dose activity, negative = inhibition, hits mostly inhibitors | 390,000 tested, 1% active; also: potency is read from the fitted curve at half-maximal effect
Target sequence (Q9UNA4 whole entry, looked up): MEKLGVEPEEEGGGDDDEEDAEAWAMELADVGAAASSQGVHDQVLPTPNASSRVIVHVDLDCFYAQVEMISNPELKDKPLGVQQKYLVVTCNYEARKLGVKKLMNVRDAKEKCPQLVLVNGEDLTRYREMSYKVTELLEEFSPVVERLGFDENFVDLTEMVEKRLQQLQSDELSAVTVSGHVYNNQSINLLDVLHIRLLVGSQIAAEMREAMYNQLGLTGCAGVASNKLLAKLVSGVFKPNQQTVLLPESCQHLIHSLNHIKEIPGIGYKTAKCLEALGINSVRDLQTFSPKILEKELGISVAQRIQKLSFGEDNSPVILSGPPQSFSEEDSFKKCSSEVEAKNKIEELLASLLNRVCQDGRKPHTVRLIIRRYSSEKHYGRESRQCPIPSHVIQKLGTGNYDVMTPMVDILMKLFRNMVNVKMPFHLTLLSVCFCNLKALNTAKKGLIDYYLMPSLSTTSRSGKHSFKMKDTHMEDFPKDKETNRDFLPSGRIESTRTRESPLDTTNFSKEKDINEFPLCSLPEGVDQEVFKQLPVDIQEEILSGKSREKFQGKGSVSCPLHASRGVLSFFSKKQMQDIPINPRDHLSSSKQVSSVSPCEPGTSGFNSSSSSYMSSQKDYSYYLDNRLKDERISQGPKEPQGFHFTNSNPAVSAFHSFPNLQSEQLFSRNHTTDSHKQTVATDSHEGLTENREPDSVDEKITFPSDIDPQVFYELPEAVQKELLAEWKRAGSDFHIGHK
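Fluorescent replication assay read twice, at 0 min and 10 min after adding 50 nM (final) substrate. Enzyme (10 nM) and compounds were first incubated 15 min at room temperature; enzyme-free buffer wells were negative controls.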
Pol beta inh: inhibitors of human DNA polymerase beta | Pol beta primer extension/strand displacement, fluorescence kinetic | P06746 | Potency, µM (series often up to 114 µM), for inactives: at the top dose activity change, negative = inhibition, hits mostly inhibitors | AID 485314 | 340,000 tested, 1.3% active; also: potency is read from the fitted curve at half-maximal effect; % is scaled to controls: 0 for no effect and ±100 for the full control effect
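Pol beta (10 nM) was preincubated with compound for 15 min at room temperature. The reaction was then started with 50 nM substrate and read immediately and after a further 10 min at room temperature.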
Numbers without * were called inactive; & = joins results of further samples; [ ] = remark or other dose. Unless noted, calls follow the shape of the dose curve; as a rule, active = well fitted curve in the direction sought with a large enough effect; inconclusive = small, poorly fitted or top-dose-only effect, or another doubt; inactive = no such curve, though single readings can be large; an effect the other way counts as inactive or inconclusive. A portion of the library (hit frequency here may not be typical).

Cn1c(=O)[nH]c(=O)c2c1nc(N1CCN(CCO)CC1)n2CCSc1nc2ccccc2s1 was read as BLM inh 1%, 12-LOX inh 2%, Apoferritin bind -19%, APE1 inh 21%, Pol kappa inh inconclusive, TRHR agonist 0.5, ERG-DNA inh 2%, Pol iota inh -12% and Pol beta inh 38%.
Nc1c(S(=O)(=O)O)cc(Nc2cccc3ccccc23)c2c1C(=O)c1ccccc1C2=O was read as BLM inh inconclusive, 12-LOX inh inconclusive, Apoferritin bind -5%, APE1 inh inconclusive and Pol kappa inh inconclusive.
Nc1cc(=O)nc(SCC(=O)NCc2ccccc2)n1CCc1ccccc1 was read as BLM inh -3%, 12-LOX inh 6%, Apoferritin bind -15%, APE1 inh -4%, Pol kappa inh -3%, TRHR agonist -0.1, ERG-DNA inh 7%, Pol iota inh -4% and Pol beta inh 8%.
Screening COc1cc(CNc2ccc3[nH]c(=O)[nH]c3c2)ccc1OCc1ccccc1Cl returned BLM inh -7%, 12-LOX inh inconclusive, Apoferritin bind -21%, APE1 inh 40%[activator], Pol kappa inh -3%, TRHR agonist 0.5, ERG-DNA inh -13%, Pol iota inh 156%[activator] and Pol beta inh 10%.
`CC(=O)Nc1ccc2ccccc2c1[N+](=O)[O-]` gave 12-LOX inh 0%, Pol kappa inh -3%, ERG-DNA inh -9% and Pol iota inh -19%.
For CCOC(=O)N1CCC(N2CC34C=CC(O3)C(C(=O)O)C4C2=O)CC1 (centres undefined) the results were BLM inh -2%, 12-LOX inh 399%[activator], Apoferritin bind 39%[activator], APE1 inh inconclusive, Pol kappa inh -3%, TRHR agonist -0.3, ERG-DNA inh -1%, Pol iota inh 49%[activator] and Pol beta inh -4%.
`CCOC(=O)C(NC(=O)NCc1ccccc1OC)(OCC)C(F)(F)F` (centres undefined) gave BLM inh 5%, 12-LOX inh -24%, Apoferritin bind -9%, APE1 inh 19%, Pol kappa inh -12%, TRHR agonist 0.9, ERG-DNA inh -4%, Pol iota inh 7% and Pol beta inh 40%.
Screening COC(=O)c1ccc(NC(=O)C2CCCN(S(C)(=O)=O)C2)cc1 (centres undefined) returned BLM inh 1%, 12-LOX inh -10%, Apoferritin bind 27%, APE1 inh -5%, Pol kappa inh -8%, TRHR agonist 0.0, ERG-DNA inh 6%, Pol iota inh 4% and Pol beta inh 2%.
CC(=O)Nc1cccc2c1C(=O)NC2=O was read as BLM inh 1%, 12-LOX inh 0%, Apoferritin bind 11%, APE1 inh -9%, Pol kappa inh -6%, TRHR agonist -0.1, ERG-DNA inh -7%, Pol iota inh -8% and Pol beta inh 4%.
Screening O=c1[nH]c2cc3c(cc2cc1CN(CC1CCCO1)S(=O)(=O)c1ccc(Cl)cc1)OCCO3 (centres undefined) returned BLM inh 3%, 12-LOX inh 4%[57.4 µM], Apoferritin bind -4%, APE1 inh -2%, Pol kappa inh -6%, TRHR agonist -1.4, ERG-DNA inh -19%, Pol iota inh 5% and Pol beta inh 4%.
For C/C=C1\C2C=C(C)CC1(N)c1ccc(=O)[nH]c1C2 (centres undefined) the results were BLM inh -2%, 12-LOX inh 7%[176 µM], Apoferritin bind -6%&5%, APE1 inh -9% and Pol kappa inh 5%[60.1 µM].
CC(C)(C)c1ccc(-c2noc(CCC(=O)N3CCOCC3)n2)cc1 was read as BLM inh -6%, 12-LOX inh 9%, Apoferritin bind -21%, APE1 inh -1%, Pol kappa inh 8%, TRHR agonist 0.1, ERG-DNA inh -3%, Pol iota inh 50%[activator] and Pol beta inh -1%.
Screening CC(=O)Nc1cccc(C(=O)OCC(=O)c2ccccc2Cl)c1 returned BLM inh -5%, 12-LOX inh 127%[activator], Apoferritin bind inconclusive, APE1 inh 2%, Pol kappa inh -36%, TRHR agonist -0.4, ERG-DNA inh -3%, Pol iota inh inconclusive and Pol beta inh 27%.
For Cc1ccccc1OCC(=O)NNC(=O)c1cc(S(=O)(=O)N2CCOCC2)ccc1N1CCCC1 the results were 12-LOX inh 11%, APE1 inh -8%, Pol kappa inh -3%, TRHR agonist -0.2, ERG-DNA inh -11% and Pol iota inh 11%.
Screening O=C(NC1c2ccccc2Oc2ccccc21)c1ccc([N+](=O)[O-])cc1 returned 12-LOX inh -16%, Pol kappa inh -11%, ERG-DNA inh -1% and Pol iota inh -26%.
Cc1cccc(C)c1Nc1c(-c2ccc(Cl)s2)nc2ncccn12 was read as BLM inh -5%, 12-LOX inh inconclusive, Apoferritin bind -9%, Pol kappa inh -21%, TRHR agonist 2.6, ERG-DNA inh 1%, Pol iota inh 12% and Pol beta inh -22%.
Cn1c(=O)c2c(ncn2CC(COCc2ccc(Cl)cc2)OCc2ccc(Cl)cc2)n(C)c1=O (centres undefined) was read as BLM inh -6%, 12-LOX inh -5%, Apoferritin bind -10%, APE1 inh -2%, Pol kappa inh -4%, TRHR agonist 0.3, ERG-DNA inh -2%, Pol iota inh 0% and Pol beta inh -3%.
Screening Cc1ccccc1Nc1c(-c2cccnc2)nc2cccc(C)n12 returned BLM inh 0%&-1%, 12-LOX inh inconclusive, Apoferritin bind -12%&-10%, APE1 inh -2%, Pol kappa inh 1%&-4%, TRHR agonist -2.2&-0.9, ERG-DNA inh -2%&-13%, Pol iota inh 6%&10% and Pol beta inh inconclusive.
For COc1ccc(S(=O)(=O)N(CC(=O)N/N=C/c2ccc(C(=O)O)cc2)Cc2ccccc2)cc1OC the results were BLM inh -1%, 12-LOX inh -12%, Apoferritin bind 4%, APE1 inh 8%, Pol kappa inh 3%, TRHR agonist 0.6, ERG-DNA inh 6%, Pol iota inh -12% and Pol beta inh 21%.
Screening CC(=O)c1ccc(NC(=O)CC(NCCC2=CCCCC2)C(=O)O)cc1 (centres undefined) returned BLM inh 0%, 12-LOX inh -19%, Apoferritin bind -1%, APE1 inh 1%, Pol kappa inh -17%, TRHR agonist 0.3, ERG-DNA inh 0%, Pol iota inh 3% and Pol beta inh 15%.

Among those listed so far, these have an aryl thioether with sulfur outside any ring:
Cn1c(=O)[nH]c(=O)c2c1nc(N1CCN(CCO)CC1)n2CCSc1nc2ccccc2s1 was read as BLM inh 1%, 12-LOX inh 2%, Apoferritin bind -19%, APE1 inh 21%, Pol kappa inh inconclusive, TRHR agonist 0.5, ERG-DNA inh 2%, Pol iota inh -12% and Pol beta inh 38%.
Nc1cc(=O)nc(SCC(=O)NCc2ccccc2)n1CCc1ccccc1 was read as BLM inh -3%, 12-LOX inh 6%, Apoferritin bind -15%, APE1 inh -4%, Pol kappa inh -3%, TRHR agonist -0.1, ERG-DNA inh 7%, Pol iota inh -4% and Pol beta inh 8%.

(more compounds)
Screening CNS(=O)(=O)c1cccc(C(=O)NNC(=O)CN(C)S(=O)(=O)c2ccc(Cl)cc2)c1 returned 12-LOX inh 19%, APE1 inh 19%, Pol kappa inh 1%, TRHR agonist 0.3, ERG-DNA inh 3% and Pol iota inh 28%.
Screening COC(=O)c1ccc(NCC(=O)Nc2cc(C)cc(C)c2)cc1 returned BLM inh -4%, 12-LOX inh inconclusive, Apoferritin bind -14%, APE1 inh -6%, Pol kappa inh 4%, TRHR agonist 0.2, ERG-DNA inh 2%, Pol iota inh -7% and Pol beta inh 5%.
Screening NS(=O)(=O)c1ccc(NC(=O)COC(=O)COc2ccc3ccccc3c2)cc1 returned BLM inh -9%, 12-LOX inh 0%, Apoferritin bind -10%, APE1 inh inconclusive, Pol kappa inh -12%, TRHR agonist -0.6, ERG-DNA inh 13%, Pol iota inh 73%[activator] and Pol beta inh 1%.
For Cc1cccc(NC(=O)c2nc[nH]c2C(=O)N[C@@H](Cc2ccccc2)C(=O)OCc2ccccc2)c1 the results were BLM inh -12%, 12-LOX inh -1%, Apoferritin bind -19%, APE1 inh -4%, Pol kappa inh -10%, TRHR agonist 1.0, ERG-DNA inh 15%, Pol iota inh 11% and Pol beta inh -7%.
CCn1nnnc1SCC(=O)Nc1sc(C)c(C)c1C#N was read as BLM inh 0%, 12-LOX inh 384%[activator], Apoferritin bind -15%, APE1 inh 0%, Pol kappa inh 3%, TRHR agonist -0.4, ERG-DNA inh -12%, Pol iota inh 2% and Pol beta inh 4%.
Screening COc1ccc(C)cc1NC(=O)C(=O)NCC(c1cccnc1)N1CCN(c2ccccc2F)CC1 (centres undefined) returned BLM inh -17%, 12-LOX inh -16%, Apoferritin bind 6%, Pol kappa inh -12%, TRHR agonist 0.1, ERG-DNA inh 1%, Pol iota inh 15% and Pol beta inh 4%.
`Cc1ccc(NC(=O)CCc2nc(-c3cccs3)no2)c(Br)c1` gave BLM inh -1%, 12-LOX inh 25%, Apoferritin bind 7%, APE1 inh -1%, Pol kappa inh -16%, TRHR agonist -0.8, ERG-DNA inh -5%, Pol iota inh 15% and Pol beta inh 4%.
Screening N#C/C(=C\Nc1ccc2cn[nH]c2c1)c1nc(-c2ccc(Cl)cc2)cs1 returned BLM inh -16%, 12-LOX inh -19%, Apoferritin bind -8%, APE1 inh 4%, Pol kappa inh -3%, TRHR agonist 0.7, ERG-DNA inh 10%, Pol iota inh 130%[activator] and Pol beta inh 5%.
C=CCSc1ncccc1C(=O)O was read as BLM inh 0%, 12-LOX inh -8%, Apoferritin bind 6%, APE1 inh inconclusive, Pol kappa inh -11%, TRHR agonist -0.4, ERG-DNA inh -2%, Pol iota inh 100µM* and Pol beta inh 0%.
For COc1ccc(C)cc1S(=O)(=O)n1nc(C)cc1C the results were BLM inh 1%, 12-LOX inh -8%, Apoferritin bind -4%, APE1 inh 2%, Pol kappa inh -12%, TRHR agonist -0.3, ERG-DNA inh -4%, Pol iota inh 79%[activator] and Pol beta inh 0%.
